# PLAP inhibition – PLAP enzyme inhibitors, biochemical, luminescence, HTS (AID 690) | inhibition, % at 20 µM; hits with a dose series show IC50 in µM | purified PLAP, luminescent substrate; higher % means a stronger effect | actives 0.08% (n = 96,000); in the data active = a potency from the dose series; inactive = the rest, 99 in 100 with inhibition below about 30%; also: strong numbers were not always called active
# IL1B NFkB pot – enhances IL-1B driven NFkB nuclear translocation; HUVEC IL-1B NFkB p65 nuclear translocation imaging; activation, % at 2 µM; actives 0.3% (n = 94,000); AID 819;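 active = activation above 40%, about the mean plus 3 SD, also judged a hit on visual image review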;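 also: percent activation is computed from the nuclear over cytoplasmic p65 intensity ratio; values of inactives mirror those of a sister screen read the other way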
# Bcl-B displacement – displacers of TR3 peptide from Bcl-B, primary screen, selectivity assay for Bfl-1 inhibitor project, biochemical, fluorescence polarization | FP displacement of FITC-TR3 peptide from Bcl-B; higher % means a stronger effect | actives 0.11% (n = 96,000) | AID 748 | displacement, % at 20 µM, or IC50 in µM where a hit was titrated;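 active = displacement above 50% at 20 µM plus a fluorescence interference ratio under 1.5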;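 also: plate controls were wells without compound for no effect and wells lacking Bcl-B protein for full effect; a part of the inactive calls stands beside numbers as strong as those of hits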
# MRP reversal – reverses drug resistance mediated by MRP; H69AR cells + 2 uM doxorubicin, CellTiter-Glo, 72 h; actives 0.04% (n = 85,000); differential viability (reversal), % at 10 µM;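 active = viability drop by adding the cancer drug above about 55%, with treated viability meeting a 40% cutoff, limit read from the data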;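 also: viability without doxorubicin minus viability with 2 µM doxorubicin for each compound; larger differential means the compound sensitizes cells more to doxorubicin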
# IL1B NFkB inh – blocks IL-1B driven NFkB nuclear translocation in HUVEC cells. HUVEC IL-1B NFkB p65 nuclear translocation imaging. AID 796. inhibition, % at 2 µM. actives 0.43% (n = 94,000);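 active = inhibition above about 30% together with a positive call from visual inspection of the well image, limit read from the data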;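 also: nuclear over cytoplasmic p65 intensity ratio measured by imaging; 0% = IL-1B stimulated DMSO wells and 100% = unstimulated DMSO wells; values of inactives mirror those of a sister screen read the other way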
# MRP reversal cytotoxicity – further read-out of MRP reversal, marked with its call; viability, %; H69AR cells, CellTiter-Glo, 72 h; measured here: cytotoxicity without doxorubicin
# MRP reversal with doxorubicin – also measured in MRP reversal; calls as there; viability, %; measured here: viability with 2 uM doxorubicin; active compounds read low
# IL1B NFkB inh cell count 2 µM – second read-out of IL1B NFkB inh, no call of its own (marks repeat the call); cell count; measured here: cells passing quality filter;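 raw number of nuclei counted in each imaged well without normalization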
# IL1B NFkB pot cell count 2 µM – further read-out of IL1B NFkB pot, marked with its call; cell count; measured here: cells passing quality filter
# * marks the source's active call; other numbers are inactive results; x = no result given.
SMILES,PLAP inhibition,IL1B NFkB pot,IL1B NFkB pot cell count 2 µM,Bcl-B displacement,MRP reversal,MRP reversal cytotoxicity,MRP reversal with doxorubicin,IL1B NFkB inh,IL1B NFkB inh cell count 2 µM
COc1ccc(-c2cn3c(n2)CCC3)cc1,3%,0,142,19%,3,87,83,0,142
CCOC(=O)C1=C(CSc2nc(C)cc(C)c2C#N)OC(N)=C(C#N)C1c1ccccc1 (configuration not stated),-5%,3,150,-9%,-1,81,82,-3,150
CCc1cc(C(=O)N2CCOCC2)c(NC2=NS(=O)(=O)c3ccccc32)s1,15%,x,x,-3%,5,93,88,x,x
CCCC1=C(C(=O)OCC)C(/C=C/c2ccccc2)n2ncnc2N1 (configuration not stated),22%,20,168,-8%,-32,19,51,-20,168
COc1cccc2cc(C(=O)Nc3cccnc3N3CCOCC3)c(=O)oc12,-24%,-4,148,-15%,25,90,64,4,148
COc1cccc(NC(=O)COc2ccc(S(=O)(=O)NC(C)C)cc2)c1,x,38,114,x,0,96,96,-38,114
COc1ccc(-c2nnn(CC(=O)N(CC(=O)NCCC(C)C)c3ccccc3)n2)cc1OC,-73%,-6,133,1%,34,113,79,6,133
O=C(O)C1CC(=O)N(C2CCCCCC2)C1 (configuration not stated),-8%,x,x,-11%,1,96,96,x,x
Cc1cccc(C)c1NC(=O)NC1CC2CCC(C1)N2Cc1cccs1 (configuration not stated),-7%,6,128,1%,x,x,x,-6,128
CCOc1ccccc1C1C(C(=O)OC)=C(N)OC2=C1C(=O)CCC2 (configuration not stated),-10%,x,x,9%,10,86,76,x,x
Cc1ccc(CN(c2ccc(C(=O)NCc3ccccn3)cc2)S(C)(=O)=O)cc1,-23%,18,64,-8%,7,100,93,-18,64
Cc1cc(-c2cccc([N+](=O)[O-])c2)nc2ccc3ccccc3c12,-14%,-2,159,6%,x,x,x,2,159

# The closing four entries of the section before open the next one:
SMILES,PLAP inhibition,IL1B NFkB pot,IL1B NFkB pot cell count 2 µM,Bcl-B displacement,MRP reversal,MRP reversal cytotoxicity,MRP reversal with doxorubicin,IL1B NFkB inh,IL1B NFkB inh cell count 2 µM
Cc1cccc(C)c1NC(=O)NC1CC2CCC(C1)N2Cc1cccs1 (configuration not stated),-7%,6,128,1%,x,x,x,-6,128
CCOc1ccccc1C1C(C(=O)OC)=C(N)OC2=C1C(=O)CCC2 (configuration not stated),-10%,x,x,9%,10,86,76,x,x
Cc1ccc(CN(c2ccc(C(=O)NCc3ccccn3)cc2)S(C)(=O)=O)cc1,-23%,18,64,-8%,7,100,93,-18,64
Cc1cc(-c2cccc([N+](=O)[O-])c2)nc2ccc3ccccc3c12,-14%,-2,159,6%,x,x,x,2,159
CC(=O)Nc1ccc(S(=O)(=O)N2CCSC2c2ccc(Cl)cc2)cc1 (configuration not stated),6%,-7,205,2%,2,81,79,7,205
CCCN1C(=O)/C(=C/c2ccc(C)o2)SC1=Nc1ccc(OCC)cc1,0%,13,191,-13%,x,x,x,-13,191
COc1ccc(NC(=O)Nc2nccs2)cc1,-13%,1,172,-13%,-14,20,34,-1,172
CC(=O)NC(Cc1c[nH]c2ccccc12)C(=O)Nc1ccc2c(c1)OCO2 (configuration not stated),0%,13,104,-2%,13,95,82,-13,104
CC(=O)NC1(C2CCCCC2=O)CCCCC1 (configuration not stated),-11%,1,106,-10%,-4,108,111,-1,106
O=S(=O)(NCc1cc(-c2ccccc2Cl)no1)c1ccccc1,-14%,0,123,-6%,x,x,x,0,123
CCN=C1Cn2c(nc3scc(-c4ccccc4)c3c2=O)CN1CC,-67%,16,135,-7%,2,99,97,-16,135
O=C(N/N=C/C(Cl)=C\c1ccccc1)c1cnccn1,-5%,18,204,8%,-7,60,68,-18,204
Cc1cc(C)nc(N(C#N)S(=O)(=O)c2ccccc2Cl)n1,x,16,124,x,x,x,x,-16,124
CCC(=O)N1CCc2cc(S(=O)(=O)CCC(=O)Nc3c(C)n(C)n(-c4ccccc4)c3=O)ccc21,x,10,172,x,11,99,88,-10,172
CC(=O)Nc1ccccc1C(=O)N1CC(C)OC(C)C1 (configuration not stated),-2%,18,186,-2%,-11,89,100,-18,186
CCCOc1ccc(-c2nc(C#N)c(N3CCN(CC)CC3)o2)cc1,-41%,-9,109,0%,14,84,70,9,109
CC(C)Oc1ccc(/C(O)=C2/C(=O)C(=O)N(Cc3cccnc3)C2c2ccco2)cc1 (configuration not stated),24%,10,140,2%,-4,85,89,-10,140
C/C=C/Cn1c(N2CCCCCC2)nc2c1c(=O)[nH]c(=O)n2C,-28%,-12,78,7%,-19,78,97,12,78
O=C1CC(N2CCN(S(=O)(=O)c3ccc(Cl)cc3)CC2)C(=O)N1CCc1ccccc1 (configuration not stated),x,5,159,x,-18,81,99,-5,159
CCn1c(=O)[nH]c2cc(C(=O)N3CCN(c4ccccc4)CC3)ccc2c1=O,17%,-9,152,-8%,x,x,x,9,152
COc1ccc(-c2nnc(NC(=O)c3ccc(F)cc3)o2)cc1,-37%,19,181,-8%,1,76,74,-18,181
CC(C)(C)NC(=O)c1cccc(NC(=O)CSc2ccccc2)c1,-25%,-3,114,2%,x,x,x,3,114
CNC(=S)N1CCN(c2ccc(OC)cc2)CC1,4%,4,111,-4%,x,x,x,-4,111
Cc1noc(C)c1COC(=O)C1(c2cccc(F)c2)CCCC1,11%,x,x,8%,11,80,69,x,x
CCCC(=O)Oc1ccccc1C1SCc2cc(C)c(C)cc2CS1,9%,x,x,2%,x,x,x,x,x
COc1ccc(C2C(C(=O)N3CCCC3)c3cc(OC)c(OC)cc3C(=O)N2C)cc1OC (configuration not stated),-22%,x,x,2%,-1,99,100,x,x
COc1ccccc1NC(=O)c1nn(-c2cccc(C(F)(F)F)c2)ccc1=O,-7%,-4,156,-4%,x,x,x,4,156
O=C(NC1CCCC1)c1cc(-c2cccs2)on1,14%,-9,187,-25%,28,102,74,9,187
CC(C)Cc1nc(N2CCOCC2)c(C#N)c2c1CCC2,-16%,14,93,-4%,4,90,86,-14,93
COc1ccc(C2C3=C(CCCC3=O)Nc3nc(C(F)(F)F)nn32)cc1OC (configuration not stated),-33%,x,x,-12%,x,x,x,x,x
Cc1sc2nc(CN(Cc3cccs3)C(=O)NC3CCCCC3)[nH]c(=O)c2c1C,-81%,26,164,0%,x,x,x,-26,164
CCOC(=O)CC1C(=O)NCCN1C(=O)COc1ccc(Br)cc1C (configuration not stated),-8%,16,135,-1%,3,96,92,-16,135
O=c1[nH]c(Cc2ccccc2)nc2scc(-c3ccccc3)c12,15%,-8,150,-2%,x,x,x,8,150
CCCC[n+]1ccn(C2=C([O-])c3ccccc3C(=O)/C2=N\S(=O)(=O)c2ccccc2)c1,-3%,3,168,-5%,-6,9,15,-4,168
C/C(Cl)=C/Cn1c(NCCN(C)C)nc2c1c(=O)n(C)c(=O)n2C,8%,9,149,-3%,22,110,88,-9,149
NC(=O)C1CCCN(C(=O)NC2CCCCC2)C1 (configuration not stated),-1%,-5,164,0%,-1,91,92,5,164
C=CCn1c(P(=O)(O)c2ccccc2)nc2ccccc21,-20%,-6,122,0%,x,x,x,6,122
CCCn1c(=N)n(CC(=O)C(C)(C)C)c2ccccc21,5%,15,130,1%,4,95,92,-15,130
COCCCNC(=O)CSc1nc2ccc(N3CCOCC3)cc2c(=O)n1CCc1ccccc1,x,11,133,x,3,93,91,-11,133
CC(O)C1C(=O)OC2(C)CC(C)(C)NC(=S)N12 (configuration not stated),x,-7,102,x,0,93,93,8,102
CC(C)c1ccc(NC(=O)CCNS(=O)(=O)c2cccc3nsnc23)cc1,25%,28,199,11%,0,63,64,-28,199
CCN1CCN(c2cc(C)c3cc(NC(=O)c4ccc(OC)c(OC)c4)ccc3n2)CC1,-73%,1,58,4%,-14,19,32,-1,58
CCOc1ccc(N2C(=O)CC(Sc3nc(-c4cccs4)cc(C(F)(F)F)c3C#N)C2=O)cc1 (configuration not stated),-21%,4,134,8%,x,x,x,-4,134
CCc1ccc(-c2nn(-c3ccccc3)cc2C2SCC(=O)N2Cc2ccco2)cc1 (configuration not stated),-63%,-3,151,-4%,0,63,63,4,151
Cn1c(N/N=C/c2ccccc2)nc2sc3c(c2c1=O)CCC3,-9%,-10,164,-5%,x,x,x,10,164
CC(C)(C)C1(C)OC(C(=O)NC2CCCCC2)C(C(=O)NC2CCCCC2)O1 (configuration not stated),-44%,18,132,-4%,19,92,73,-18,132
CCNc1nc(NCC)nc(N(C)n2cnnc2)n1,8%,-3,157,4%,10,102,91,2,157
COC(=O)c1cc(OC)c(OC)cc1NC(=O)c1ccc(OC)cc1,-3%,18,188,5%,x,x,x,-18,188
O=c1c(C=NCCCn2ccnc2)c(-c2ccccc2)[nH]n1-c1nc2ccccc2s1,-74%,-11,106,-13%,-7,62,69,11,106
CC(=O)NC(Cc1ccccc1)C(=O)NC1CCN(C(=O)c2cnccn2)CC1 (configuration not stated),-7%,13,119,0%,8,100,92,-13,119
Clc1ccc(-c2nc(-c3ccccn3)no2)cc1Cl,-9%,-1,143,-11%,-5,83,88,1,143
Cc1cc(C)c(S(=O)(=O)NCC(=O)O)cc1C,-2%,29,67,-7%,4,97,93,-29,67
Cc1nn(C)c(C)c1/C=N/NC(=O)C(C)(C)Oc1ccc(Cl)cc1,-7%,-6,156,-11%,x,x,x,6,156
COc1ccc(Nc2cc(C)nc3ccccc23)cc1,16%,6,75,-3%,8,75,67,-6,75
C=CCn1c(SCC(=O)Nc2nnc(CC)s2)nnc1-c1ccco1,-27%,x,x,-10%,10,90,81,x,x
CCOc1cc(CN2CCN(c3ccc(C(C)=O)cc3)CC2)ccc1OC,-21%,2,124,-13%,-3,93,95,-2,124
O=C(NCC1CCCO1)c1ccc(CS(=O)(=O)Cc2ccc(F)cc2)o1 (configuration not stated),14%,3,129,1%,x,x,x,-3,129
CCCCSc1nc(N)c(NC(=O)c2ccco2)c(=O)[nH]1,-2%,39,206,7%,-3,102,105,-39,206
CC(C)(C)S(=O)(=O)c1cnc2c(-c3ccc(Cl)cc3)cnn2c1N,4%,9,111,-7%,x,x,x,-9,111
Cc1ccc(SCc2nnc(N)s2)cc1,x,-1,120,x,-5,102,107,1,120
Cn1c(-c2ccc(F)cc2)cnc1SCC(=O)Nc1ccccc1N1CCOCC1,9%,9,140,-8%,16,100,84,-10,140
COCCn1nnnc1C(C(C)C)N(Cc1ccccc1)Cc1cc2cc(OC)ccc2[nH]c1=O (configuration not stated),-76%,x,x,5%,-18,5,23,x,x
N#CCCN(C(=O)CSc1nc(-c2ccccc2)cn1N)c1ccc(F)cc1,8%,-5,150,-4%,13,94,81,5,150
O=C(CSc1nnc(Cc2ccccc2)o1)Nc1ccc2c(c1)OCO2,-26%,9,58,15%,-20,65,84,-10,58

# Additional results.
SMILES,PLAP inhibition,IL1B NFkB pot,IL1B NFkB pot cell count 2 µM,Bcl-B displacement,MRP reversal,MRP reversal cytotoxicity,MRP reversal with doxorubicin,IL1B NFkB inh,IL1B NFkB inh cell count 2 µM
CCN(CC)CCOc1ncnc2c1oc1ccccc12,-3%,5,96,3%,0,84,84,-5,96
Cc1nc(C)c(C(=O)Nc2cccc(C)c2C)o1,-1%,x,x,4%,-10,89,99,x,x
Clc1ccc(OCc2nc(-c3ccccn3)no2)c(Br)c1,12%,-36,72,2%,20,101,81,36*,72*
Cc1c(NC(=O)c2ccco2)cccc1-c1nc2cccnc2s1,-28%,-7,135,-2%,6,85,78,7,135
CCC(COC(=O)Nc1cccc(C)c1C)NC(=O)OCC(C)C (configuration not stated),9%,-31,102,-1%,11,97,86,31*,102*
O=C1CCCCCN1Cc1nnc(SCc2nc3ccccc3s2)n1-c1ccccn1,-62%,x,x,-8%,-3,93,95,x,x
O=C(NCc1ccc(F)cc1)C(c1ccccc1)N(CC1CCCO1)C(=O)Cn1nnc2ccccc21 (configuration not stated),x,-7,106,x,5,70,65,6,106
O=C(Nc1nccs1)NC1CCCCC1,-6%,1,151,-11%,4,98,94,-1,151
COc1ccc2c(c1)c(CC(=O)Nc1ccc(C)cc1)c(C)n2C(=O)c1ccc(Cl)cc1,-44%,-8,149,3%,x,x,x,8,149

# This is a subset, so the mix of outcomes need not match the whole.
